Compound activity: PubChem BioAssay, several laboratories
CHRM5 PAM: human M5 muscarinic receptor positive allosteric modulators, primary screen, CHO-K1 cells, Fluo-8 calcium fluorescence; AID 624038, 2012; Muscarinic acetylcholine receptor M5 (Homo sapiens), P08912; 360,000 compounds, 0.3% hits; activation, % at 3 µM; CHO-K1 hM5, ACh EC20 PAM; 0% = ACh EC20, 100% = ACh EC100;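 active means activation above the run cutoff, the mean activation of all test compounds plus 3 SD, cut at about 18% in these data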
Target sequence (P08912 whole entry, looked up): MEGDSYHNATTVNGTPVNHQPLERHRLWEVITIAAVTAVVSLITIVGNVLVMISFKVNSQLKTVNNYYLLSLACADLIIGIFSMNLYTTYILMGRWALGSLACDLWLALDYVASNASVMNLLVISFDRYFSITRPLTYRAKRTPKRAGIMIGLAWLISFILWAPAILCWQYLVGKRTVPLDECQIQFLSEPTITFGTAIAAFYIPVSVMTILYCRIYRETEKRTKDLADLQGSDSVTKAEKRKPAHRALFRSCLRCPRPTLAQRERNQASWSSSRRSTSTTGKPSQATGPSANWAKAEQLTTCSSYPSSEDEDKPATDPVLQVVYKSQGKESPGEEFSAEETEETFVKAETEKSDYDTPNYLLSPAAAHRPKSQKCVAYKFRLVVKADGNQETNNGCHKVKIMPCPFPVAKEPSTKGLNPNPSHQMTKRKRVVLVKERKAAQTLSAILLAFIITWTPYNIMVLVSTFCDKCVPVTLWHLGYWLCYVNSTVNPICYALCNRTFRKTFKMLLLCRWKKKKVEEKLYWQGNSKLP
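Replicates: One well per compound, no replicates | System: Human M5 receptor in CHO-K1 cells | Benchmarks: Low control EC20 acetylcholine (0%), high control EC100 acetylcholine (100%) | Probe or stimulus: Acetylcholine, EC20 level | Times: Fluo-8 loading 80 min at 37 °C plus 30 min room temperature | Signal: Intracellular calcium via Fluo-8 fluorescence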
CHRM5 agonist: human M5 muscarinic receptor agonists, primary screen, CHO-K1 cells, Fluo-8 calcium fluorescence | Muscarinic acetylcholine receptor M5 (Homo sapiens), P08912 | CHO-K1 hM5 cells; 0% DMSO wells, 100% maximal acetylcholine response | activation, % at 3 µM | 360,000 compounds, 0.19% hits | AID 624037, 2012;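 active means activation above the run's mean over test compounds plus 3 SD, cut at about 23% in these data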;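 further: signal is peak over basal fluorescence ratio across the kinetic read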
M4 ag: human M4 muscarinic receptor agonists, primary screen, CHO-K1 cells, Fluo-8 calcium fluorescence; activation, % at 3 µM; CHO-K1 hM4/Gqi5; vehicle 0%, full acetylcholine response 100%; Muscarinic acetylcholine receptor M4 (Homo sapiens), P08173; AID 624127, 2012; 360,000 compounds, 0.14% hits;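 active means activation above the run mean over all test wells plus 3 SD, cut at about 32% in these data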;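 further: peak over basal fluorescence ratio per well then scaled between controls; 0% = DMSO wells and 100% = acetylcholine at EC100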
Target sequence (P08173 whole entry, looked up): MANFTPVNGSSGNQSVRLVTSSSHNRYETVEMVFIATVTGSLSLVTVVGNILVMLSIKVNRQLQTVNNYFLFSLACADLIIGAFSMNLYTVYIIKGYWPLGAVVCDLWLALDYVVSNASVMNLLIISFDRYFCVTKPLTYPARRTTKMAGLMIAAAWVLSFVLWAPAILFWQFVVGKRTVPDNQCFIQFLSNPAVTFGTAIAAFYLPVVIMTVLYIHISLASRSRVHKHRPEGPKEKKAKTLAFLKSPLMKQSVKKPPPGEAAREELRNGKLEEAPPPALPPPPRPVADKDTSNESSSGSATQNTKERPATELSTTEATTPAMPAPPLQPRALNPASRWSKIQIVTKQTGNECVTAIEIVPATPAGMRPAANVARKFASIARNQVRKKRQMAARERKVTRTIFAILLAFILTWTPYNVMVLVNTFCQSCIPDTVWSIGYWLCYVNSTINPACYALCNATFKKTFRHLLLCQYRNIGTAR
CHRM1 PAM: human M1 muscarinic receptor positive allosteric modulators, primary screen, CHO-K1 cells, Fluo-8 calcium fluorescence, 1536-well; activation, % at 3 µM; 360,000 compounds, 0.088% hits; CHO-K1 hM1, ACh EC20; 0% = ACh EC20, 100% = maximal ACh; in the data active means activation above about 19%, passing the limit was not always enough
CHRM4 PAM: human M4 muscarinic receptor positive allosteric modulators, primary screen, CHO-K1 cells, Fluo-8 calcium fluorescence | CHO-K1 hM4/Gqi5, ACh EC20; 0% = ACh EC20, 100% = maximal ACh | activation, % at 3 µM | 360,000 compounds, 0.4% hits | Muscarinic acetylcholine receptor M4 (Homo sapiens), P08173;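 active means activation above its plate's cutoff, the mean activation of sample wells plus 3 SD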; further: some results filed as inactive read as strong as hits
CRFR2-BP antag: antagonists of CRF-BP/CRF-R2 complex, primary screen, cell-based, HEK293, calcium dye fluorescence, uHTS. CRF-induced calcium fluorescence. inhibition, % at 11.8 µM. 350,000 compounds, 0.59% hits;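 active means inhibition of the ligand-induced calcium signal above about 50% at the single tested concentration, limit read from the data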
CRFBP-R2 agonist: agonists of CRF-BP/CRF-R2 complex, primary screen, cell-based, HEK293, calcium dye fluorescence, uHTS; calcium dye fluorescence (FLIPR); percent of saturating CRF peptide response; activation, % at 13.2 µM; 350,000 compounds, 0.46% hits; AID 588473, 2011;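 active means activation of at least 50%, plus an integration ratio under a set limit after plate pattern correction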;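 further: plate controls were neutral control wells without compound for no effect and CRF at EC100 for full effect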
M4 antag: human M4 muscarinic receptor antagonists, primary screen, CHO cells, Fluo-8 calcium fluorescence. Muscarinic acetylcholine receptor M4 (Homo sapiens), P08173. CHO-hM4 cells, ACh EC80. inhibition, % at 3 µM. 360,000 compounds, 0.73% hits. AID 624125, 2012;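 active means inhibition above its plate's cutoff, the mean inhibition of sample wells plus 3 SD, cut at about 27% in these data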;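 further: 0% = acetylcholine EC80 with DMSO and 100% = DMSO without agonist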
M5 antag: human M5 muscarinic receptor antagonists, primary screen, CHO cells, Fluo-8 calcium fluorescence; CHO-hM5 cells, ACh EC80; inhibition, % at 3 µM; AID 624040, 2012; 360,000 compounds, 0.59% hits; Muscarinic acetylcholine receptor M5 (Homo sapiens), P08912;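 active means inhibition above a per-plate cutoff, the mean of that plate's test compounds plus 3 SD, cut at about 27% in these data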;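 further: 0% = acetylcholine EC80 with DMSO and 100% = DMSO without agonist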
* hit, by the source's call.

Results for CCC(C)(C)C1CCC2(CC1)NC(=O)N(CC(=O)N(C)Cc1ccc3c(c1)OCCO3)C2=O (configuration not stated) ?
CHRM5 PAM: 6; CHRM5 agonist: 4; M4 ag: 3; CHRM1 PAM: 13; CHRM4 PAM: 11; CRFR2-BP antag: -25; CRFBP-R2 agonist: -0.2; M4 antag: 1; M5 antag: 2

Results for CCCc1nc2c(C)cc(Br)cn2c1Cc1ccc(C)cc1 ?
CHRM5 PAM: 2; CHRM5 agonist: -5; M4 ag: -3; CHRM1 PAM: -4; CHRM4 PAM: -1; M4 antag: -23; M5 antag: -2

What do the screens show for `Cc1ccc(CCN2CC(C(=O)NCCCN3CCOCC3)CC2=O)cc1` (configuration not stated)?
CHRM5 PAM: 3; CHRM5 agonist: -2; M4 ag: 0; CHRM1 PAM: 5; CHRM4 PAM: 3; CRFR2-BP antag: -15; CRFBP-R2 agonist: 1.9; M4 antag: 5; M5 antag: -3

What do the screens show for `COc1ccc(N(Cc2ccccc2)S(=O)(=O)c2ccc(C)cc2)cc1`?
CHRM5 PAM: -3; CHRM5 agonist: 1; M4 ag: 0; CHRM1 PAM: -1; CHRM4 PAM: -8; CRFR2-BP antag: 9; CRFBP-R2 agonist: 3.6; M4 antag: -1; M5 antag: 11

How did COC(=O)c1cc2c(ccn2-c2ccc(F)cc2)n1Cc1ccc(OC(C)=O)cc1 do in these assays?
CHRM5 PAM: 6; CHRM5 agonist: 7; M4 ag: 1; CHRM1 PAM: 7; CHRM4 PAM: 29; CRFR2-BP antag: 16; CRFBP-R2 agonist: -0.5; M4 antag: -9; M5 antag: 1

Results for CCN(CC)CCCN1C(=O)C(O)=C(C(=O)c2cc3ccccc3o2)C1c1ccccn1 (configuration not stated) ?
CHRM5 PAM: 3; CHRM5 agonist: -5; M4 ag: 2; CHRM1 PAM: 9; CHRM4 PAM: 15; CRFR2-BP antag: 12; CRFBP-R2 agonist: 0.2; M4 antag: -1; M5 antag: 0

How did CCCCCn1c(NC2CCCCC2)nc2c1c(=O)[nH]c(=O)n2C do in these assays?
CHRM5 PAM: -7; CHRM5 agonist: -3; M4 ag: -2; CHRM1 PAM: -3; CHRM4 PAM: -6; CRFR2-BP antag: -2; CRFBP-R2 agonist: -0.2; M4 antag: -5; M5 antag: 5

What do the screens show for `CCc1ccc(Oc2cc(Cl)nc(N)n2)cc1`?
CHRM5 PAM: -6; CHRM5 agonist: -6; M4 ag: -1; CHRM1 PAM: 3; CHRM4 PAM: 0; CRFR2-BP antag: 47; CRFBP-R2 agonist: -0.1; M4 antag: 6; M5 antag: -3

How did C/C(=N\NC(=O)Cc1ccc(F)cc1)c1ccc(O)cc1 do in these assays?
CHRM5 PAM: -1; CHRM5 agonist: 0; M4 ag: 2; CHRM1 PAM: 2; CHRM4 PAM: -3; CRFR2-BP antag: 8; CRFBP-R2 agonist: 0.2; M4 antag: -7; M5 antag: -4

How did Fc1cnc(N2CCc3ccccc32)nc1N1CCc2ccccc21 do in these assays?
CHRM5 PAM: 6; CHRM5 agonist: 1; M4 ag: 0; CHRM1 PAM: 13; CHRM4 PAM: 7; CRFR2-BP antag: 10; CRFBP-R2 agonist: 0.3; M4 antag: 2; M5 antag: 1

How did CCC[C@H]1CN(c2ccc(Br)cc2)C(=O)[C@@H]1CC(=O)NC do in these assays?
CHRM5 PAM: 1; CHRM5 agonist: -1; M4 ag: 0; CHRM1 PAM: -5; CHRM4 PAM: 0; CRFR2-BP antag: -3; CRFBP-R2 agonist: -1.4; M4 antag: -3; M5 antag: 2

How did CC(C)c1nc(SCC(=O)c2c[nH]c3ccccc23)n[nH]1 do in these assays?
CHRM5 PAM: 1; CHRM5 agonist: 4; M4 ag: 2; CHRM1 PAM: 2; CHRM4 PAM: 0; CRFR2-BP antag: -8; CRFBP-R2 agonist: -0.8; M4 antag: -5; M5 antag: 3

How did Cc1ccc(S(=O)(=O)N2CCC(C(=O)OCC(=O)N(Cc3ccccc3)C(C)(C)C)CC2)cc1C do in these assays?
CHRM5 PAM: -5; CHRM5 agonist: -4; M4 ag: 5; CHRM1 PAM: 0; CHRM4 PAM: -13; CRFR2-BP antag: 10; CRFBP-R2 agonist: 4.3; M4 antag: 4; M5 antag: 0

What do the screens show for `COc1cc(NC(=O)c2ccc(Br)o2)ccc1NC(=O)C(C)C`?
CHRM5 PAM: 2; CHRM5 agonist: -3; M4 ag: 5; CHRM1 PAM: 6; CHRM4 PAM: 15; CRFR2-BP antag: 1; CRFBP-R2 agonist: -3.2; M4 antag: -15; M5 antag: -3

How did CS(=O)(=O)N1CCCC(C(=O)Nc2ccccc2)C1 (configuration not stated) do in these assays?
CHRM5 PAM: 3; CHRM5 agonist: -12; M4 ag: 1; CHRM1 PAM: 1; CHRM4 PAM: -1; CRFR2-BP antag: 10; CRFBP-R2 agonist: 7.4; M4 antag: -12; M5 antag: -6

How did CC(OC(=O)c1cccc(-n2cnnn2)c1)C(=O)Nc1ccc(F)c(F)c1F (configuration not stated) do in these assays?
CHRM5 PAM: -7; CHRM5 agonist: -4; M4 ag: 1; CHRM1 PAM: 5; CHRM4 PAM: 6; CRFR2-BP antag: 8; CRFBP-R2 agonist: -1.1; M4 antag: -25; M5 antag: 1

What do the screens show for `O=C1NC(=NCc2ccccc2)S/C1=C/c1ccc(O)cc1`?
CHRM5 PAM: -5; CHRM5 agonist: -1; M4 ag: 1; CHRM1 PAM: 5; CHRM4 PAM: -1; CRFR2-BP antag: -12; CRFBP-R2 agonist: 3.6; M4 antag: 1; M5 antag: 1

What do the screens show for `Cc1cccc(OCC(=O)N2CCC(N3CCOCC3)CC2)c1`?
CHRM5 PAM: -1; CHRM5 agonist: -1; M4 ag: 0; CHRM1 PAM: 8; CHRM4 PAM: 3; CRFR2-BP antag: -23; CRFBP-R2 agonist: -0.3; M4 antag: 2; M5 antag: 0

How did O=C(N/N=C1\CCCc2ccccc21)c1ccc([N+](=O)[O-])cc1Cl do in these assays?
CHRM5 PAM: -1; CHRM5 agonist: 0; M4 ag: 0; CHRM1 PAM: 7; CHRM4 PAM: 1; CRFR2-BP antag: -35; CRFBP-R2 agonist: 0.2; M4 antag: 6; M5 antag: -2

What do the screens show for `CCn1cc(C(=O)O)c(=O)c2cnc(N3CCN(C(=S)Nc4ccccc4)CC3)nc21`?
CHRM5 PAM: 6; CHRM5 agonist: -6; M4 ag: 1; CHRM1 PAM: 4; CHRM4 PAM: 23; CRFR2-BP antag: 4; CRFBP-R2 agonist: -1.7; M4 antag: 1; M5 antag: -7

Next part, overlapping the part above by 3 compounds.
What do the screens show for `Cc1cccc(OCC(=O)N2CCC(N3CCOCC3)CC2)c1`?
CHRM5 PAM: -1; CHRM5 agonist: -1; M4 ag: 0; CHRM1 PAM: 8; CHRM4 PAM: 3; CRFR2-BP antag: -23; CRFBP-R2 agonist: -0.3; M4 antag: 2; M5 antag: 0

How did O=C(N/N=C1\CCCc2ccccc21)c1ccc([N+](=O)[O-])cc1Cl do in these assays?
CHRM5 PAM: -1; CHRM5 agonist: 0; M4 ag: 0; CHRM1 PAM: 7; CHRM4 PAM: 1; CRFR2-BP antag: -35; CRFBP-R2 agonist: 0.2; M4 antag: 6; M5 antag: -2

What do the screens show for `CCn1cc(C(=O)O)c(=O)c2cnc(N3CCN(C(=S)Nc4ccccc4)CC3)nc21`?
CHRM5 PAM: 6; CHRM5 agonist: -6; M4 ag: 1; CHRM1 PAM: 4; CHRM4 PAM: 23; CRFR2-BP antag: 4; CRFBP-R2 agonist: -1.7; M4 antag: 1; M5 antag: -7

Results for CN1CCc2c(sc(N)c2C(=O)c2ccc(Cl)cc2)C1 ?
CHRM5 PAM: -1; CHRM5 agonist: -6; M4 ag: 1; CHRM1 PAM: -2; CHRM4 PAM: -6; CRFR2-BP antag: 9; CRFBP-R2 agonist: 4.9; M4 antag: 12; M5 antag: 4

How did CCC1CCCCN1C(=O)CSC1=NN2CCCC(=O)N=C2S1 (configuration not stated) do in these assays?
CHRM5 PAM: 1; CHRM5 agonist: -2; M4 ag: 1; CHRM1 PAM: 7; CHRM4 PAM: -8; CRFR2-BP antag: -7; CRFBP-R2 agonist: 1.9; M4 antag: -14; M5 antag: 4

How did CC(C)CC(=O)Nc1ccc(S(=O)(=O)NCc2ccco2)cc1 do in these assays?
CHRM5 PAM: -5; CHRM5 agonist: -1; M4 ag: 2; CHRM1 PAM: 8; CHRM4 PAM: 11; CRFR2-BP antag: -18; CRFBP-R2 agonist: 1.1; M4 antag: 0; M5 antag: 6

What do the screens show for `Cc1ccc(-c2nn(-c3ccccc3)cc2C(=O)NC2CCC(O)CC2)cc1` (configuration not stated)?
CHRM5 PAM: -14; CHRM5 agonist: 8; M4 ag: 4; CHRM1 PAM: 1; CHRM4 PAM: 5; CRFR2-BP antag: 2; CRFBP-R2 agonist: -1.6; M4 antag: 1; M5 antag: 10

How did CC(=O)c1cccc(NS(=O)(=O)c2ccc(N/C=C\C(=O)c3ccc(C)cc3)cc2)c1 do in these assays?
CHRM5 PAM: -9; CHRM5 agonist: -3; M4 ag: 9; CHRM1 PAM: -5; CHRM4 PAM: -8; CRFR2-BP antag: 5; CRFBP-R2 agonist: 1.6; M4 antag: 23; M5 antag: 12

Results for C=CCc1cccc2cc(C(=O)NCc3cccnc3)c(=O)oc12 ?
CHRM5 PAM: -12; CHRM5 agonist: -7; M4 ag: 1; CHRM1 PAM: -33; CHRM4 PAM: -13; CRFR2-BP antag: -7; CRFBP-R2 agonist: 0.6; M4 antag: 11; M5 antag: 3

What do the screens show for `COc1ccc2c(CC(=O)OCC(=O)NC(N)=O)coc2c1`?
CHRM5 PAM: 2; CHRM5 agonist: 2; M4 ag: 1; CHRM1 PAM: 11; CHRM4 PAM: 7; CRFR2-BP antag: -7; CRFBP-R2 agonist: 2.2; M4 antag: -2; M5 antag: 2

What do the screens show for `COc1ccc(CNC(=O)Nc2ccc(C)cc2)cc1`?
CHRM5 PAM: -3; CHRM5 agonist: -7; M4 ag: 0; CHRM1 PAM: 10; CHRM4 PAM: 0; CRFR2-BP antag: -3; CRFBP-R2 agonist: -3.4; M4 antag: 2; M5 antag: -2

Results for Cc1nn(CC(=O)NCCC2=CCCCC2)c(C)c1S(=O)(=O)N(C)C ?
CHRM5 PAM: 2; CHRM5 agonist: 3; M4 ag: 2; CHRM1 PAM: 6; CHRM4 PAM: 7; CRFR2-BP antag: -17; CRFBP-R2 agonist: -2.2; M4 antag: 7; M5 antag: 10

What do the screens show for `COc1ccc(/C=C/C(=O)OCC(=O)N2CC(=O)Nc3ccccc32)cc1S(=O)(=O)N1CCOCC1`?
CHRM5 PAM: -2; CHRM5 agonist: 1; M4 ag: 1; CHRM1 PAM: 10; CHRM4 PAM: -1; CRFR2-BP antag: -5; CRFBP-R2 agonist: 0.6; M4 antag: -1; M5 antag: 1
